EphB4 ephrin blk – antagonists of human EphB4-ephrin-B2 interaction; inhibition, % at 7 µM; P54760; EphB4 LBD / TNYL-RAW-Alexa532 peptide, fluorescence polarization; 97,000 tested, 0.15% active;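 active = inhibition above the screen-wide mean inhibition plus 3 SD, cut at about 15% in these data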;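 note: 0% = DMSO wells and 100% = excess unlabeled TNYL-RAW peptide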
PLAP act – activates human placental alkaline phosphatase. P05187. purified PLAP enzyme, luminescent substrate read-out; hits give high values. activation fold at 20 µM. 96,000 tested, 1.2% active. AID 696; in the data active = activation fold above about 2
Target sequence (P05187 whole entry, looked up): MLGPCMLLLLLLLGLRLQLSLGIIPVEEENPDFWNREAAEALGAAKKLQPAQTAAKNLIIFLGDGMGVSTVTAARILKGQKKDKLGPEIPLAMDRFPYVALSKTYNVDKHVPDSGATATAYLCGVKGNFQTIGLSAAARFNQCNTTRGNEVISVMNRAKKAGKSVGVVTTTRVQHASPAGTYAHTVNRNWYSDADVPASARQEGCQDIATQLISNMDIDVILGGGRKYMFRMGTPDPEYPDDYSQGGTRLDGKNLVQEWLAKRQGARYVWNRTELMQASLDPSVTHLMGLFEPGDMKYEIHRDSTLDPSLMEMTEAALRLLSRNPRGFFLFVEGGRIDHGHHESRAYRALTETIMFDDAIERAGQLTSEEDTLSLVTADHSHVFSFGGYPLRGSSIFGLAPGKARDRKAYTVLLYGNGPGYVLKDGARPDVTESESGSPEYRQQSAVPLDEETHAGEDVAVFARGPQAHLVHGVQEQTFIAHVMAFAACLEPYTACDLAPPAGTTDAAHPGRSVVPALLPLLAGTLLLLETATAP
CYP2C19 activ – activators of human cytochrome P450 2C19; 96,000 tested, under 10 active; AID 1025; recombinant CYP2C19, luciferin-H EGE luminescence; hits give high values; 0 = fully inhibited enzyme, 1 = untreated enzyme; activation factor at 5 µM; P33261;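 active = activation factor of at least 2 at 5 µM in the primary screen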;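 note: 0 = wells with 2.5 mM tranylcypromine and 1 = vehicle-only wells; values of inactives mirror those of a sister screen read the other way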
CYP2C9 act – increases human cytochrome P450 2C9 activity; P11712; activation factor at 5 µM; 96,000 tested, 1.4% active; recombinant CYP2C9, luciferin-H conversion, luminescence; hits give high values; factor 1 = untreated enzyme, 0 = blocked;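 active = activation factor of 2 or more for CYP2C9 at a 5 µM dose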;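 note: 0 = sulfaphenazole-blocked wells and 1 = vehicle-only wells; values of inactives mirror those of a sister screen read the other way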
Target sequence (P11712 whole entry, looked up): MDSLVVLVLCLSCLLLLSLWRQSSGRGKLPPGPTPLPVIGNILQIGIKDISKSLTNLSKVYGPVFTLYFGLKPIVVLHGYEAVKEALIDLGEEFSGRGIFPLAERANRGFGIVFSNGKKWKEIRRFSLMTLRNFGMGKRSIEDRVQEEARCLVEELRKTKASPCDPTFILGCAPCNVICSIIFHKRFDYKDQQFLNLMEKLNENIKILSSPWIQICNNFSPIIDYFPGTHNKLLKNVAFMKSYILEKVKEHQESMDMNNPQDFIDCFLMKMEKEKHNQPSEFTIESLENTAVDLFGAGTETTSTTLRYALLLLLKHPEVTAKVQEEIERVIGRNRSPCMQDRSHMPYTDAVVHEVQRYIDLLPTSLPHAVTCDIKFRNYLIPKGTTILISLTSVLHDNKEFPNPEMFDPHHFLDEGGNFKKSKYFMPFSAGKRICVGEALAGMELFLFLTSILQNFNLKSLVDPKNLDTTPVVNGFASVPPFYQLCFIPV
CYP2C19 inh – human CYP2C19 inhibition; P33261; CYP2C19 Supersomes, luciferin-H EGE luminescence, 30 min; inhibition, % at 5 µM; 96,000 tested, 21% active; AID 778;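 active = CYP2C19 inhibition above a set limit at 5 µM in the primary screen, cut at about 50% in these data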;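 note: plate controls were negative control wells for no effect and 2.5 mM tranylcypromine positive control for full effect; values of inactives mirror those of a sister screen read the other way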
CYP2C9 inh – blocks human cytochrome P450 2C9 | inhibition, % at 5 µM | 96,000 tested, 20% active | CYP2C9 Supersomes, luciferin-H conversion, luminescence;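 active = blocking of liver enzyme CYP2C9 beyond about 50% at 5 µM, limit read from the data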; note: values of inactives mirror those of a sister screen read the other way
Ecoli WT expand – growth inhibitors of E. coli BW25113 wild type; OD600 absorbance; growth inhibition, % at 100 µM; 98,000 tested, 0.15% active; AID 710;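 active = growth inhibition above about 50% at one test dose, limit read from the data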;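 note: growth measured after 20 h incubation at 37 °C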
PostGolgi yeast – growth inhibition of a yeast mutant, post-Golgi transport screen; post-Golgi transport phenotypic cell assay; inhibition, % at 10 µM; 98,000 tested, 0.9% active; in the data active = inhibition above about 30%;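 note: yeast cells grown in 1536-well plates; yeast grown about 18 h at 30C before absorbance read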
PTK2B oligo ant – Pyk2 (human) oligomerization antagonism | Q293 cells, Pyk2 FERM NanoBiT luminescence; hits give low values | z-score (the deposit names both 25 µM and 10 µM) | AID 1347419 | 99,000 tested, 0.83% active;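 active = Z-score of -3 or lower, scaled per plate to the spread of control and sample wells; inactive = z-score above -3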;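 note: negative z-score means lost luminescence so less FERM oligomerization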
The depositor's hits bear a star; . = not tested or not shown.

SMILES	EphB4 ephrin blk	PLAP act	CYP2C19 activ	CYP2C9 act	CYP2C19 inh	CYP2C9 inh	Ecoli WT expand	PostGolgi yeast	PTK2B oligo ant
COc1ccc(CN2CC(C(=O)N3CCOCC3)CC2=O)cc1 (stereo not drawn)	1	0.9	0.9	1	13	1	0	1	0.32
O=C(CSc1nnc(-c2ccccc2)o1)NCC1CCCCC1	2	1.1	0.6	0.9	44	10	-2	0	0.45
COc1ccc(-c2nnc(-c3ccc(Br)o3)o2)cc1OC	-4	.	0.4	0.7	56*	31	-2	-5	-0.99
Cc1noc(C)c1S(=O)(=O)N1CCCC(C(=O)NCCc2ccccc2)C1 (stereo not drawn)	2	1	0.9	0.8	6	17	1	-4	2.6
CC(=O)Nc1ccc(S(=O)(=O)Nc2nnc(C3CCCCC3)s2)cc1	.	1.1	1.1	0.8	-12	22	-2	-4	0.68
COc1ccc2[nH]c(=O)c(CN(C)C(=O)c3ccncc3)cc2c1	0	0.9	0.1	0.4	92*	60*	1	6	0.72
O=C1Nc2ccc(NS(=O)(=O)c3cccs3)c3cccc1c23	-2	0.7	0.1	0.1	89*	89*	9	-3	-0.77
CCCS(=O)(=O)N1CCC(C(=O)NCc2ccco2)CC1	7	1	1	0.9	2	7	-3	1	0.26
CC(=O)c1c(COC(=O)c2ccccc2)nc2ccccc2[n+]1[O-]	-9	1.2	0.3	0.7	73*	33	4	-5	0.64
O=C1C2C3c4ccccc4C(c4ccccc43)[C@@H]2c2nc3ccccc3n21 (stereo partly drawn)	5	0.9	0.9	0.8	5	15	-6	1	-0.84
CCSc1nc2sc3c(c2c(=O)n1CC)CC(C)(C)OC3	1	0.9	1	0.9	3	15	12	0	0.06
CS(=O)(=O)N1CCN(C(=O)c2cc(-c3ccccc3)nc3ccccc23)CC1	-1	1.5	0.6	0.7	45	30	2	-3	0.57
CCCc1ccc(OCc2ccc(C(=O)N/N=C/c3cccc([N+](=O)[O-])c3)o2)c(OC)c1	3	0.9	1	1.1	-5	-11	-2	-6	1.8
COc1nc(Nc2ccc3c(c2)OCO3)nc(OC)n1	.	0.8	0.5	0.3	49	68*	5	-1	.
COc1cc(C(=O)N2CCN(C(=O)COc3ccc4ccccc4c3)CC2)cc(OC)c1OC	5	1.6	0.8	0.7	18	35	7	9	1.6
CN(C)c1ccc(/C=C2\SC(=S)N(Nc3ncc(C(F)(F)F)cc3Cl)C2=O)cc1	-4	0.8	1	1.2	2	-18	-19	11	-3.4*
O=C(CSc1ncn[nH]1)NCCCc1ccccc1	0	0.9	0.4	1	57*	5	7	23	1.2
Fc1ccc(C2NC(=S)NC3=C2N2CCC3CC2)cc1 (stereo not drawn)	3	0.9	0.9	1	10	4	-2	1	0.99
CCc1cc(OCCCSc2nc(C)cc(=O)[nH]2)ccc1Cl	4	1.1	0.3	0.9	70*	9	-3	12	0
COc1ccc2nc3oc(C(=O)N4CCC(C(N)=O)CC4)cc3cc2c1	-3	0.9	1.2	1.4	-19	-44	2	0	0.62
O=S1(=O)CCC(NS(=O)(=O)/C=C/c2ccccc2)C1 (stereo not drawn)	-7	0.8	0.8	1.2	21	-23	4	9	-1.4
Cc1ccc(CN2CCN(CC(=O)NC(C)CCc3ccccc3)C2=O)cc1 (stereo not drawn)	-10	1.7	0.4	0.3	58*	67*	-1	5	.
COC(=O)c1nc2n(n1)C(c1cccc(Cl)c1)C1=C(CCCC1=O)N2 (stereo not drawn)	-9	0.9	1.1	1.2	-9	-20	-2	18	.
Fc1ccccc1N1CCN(C(c2ccncc2)c2nnnn2C2CCCC2)CC1 (stereo not drawn)	.	1.5	0.1	0.4	86*	64*	-8	18	-0.06
COC(=O)CC1COc2ccccc2N1C(=O)c1ccc(OC)cc1 (stereo not drawn)	-5	1.1	0.4	0.5	62*	48	-1	16	-0.47
CC(C)(C)OC(=O)NCCCCCc1nnc(SCC(=O)Nc2cccc(Cl)c2)o1	6	1.8	0.1	0.1	93*	90*	4	4	-0.21
CC(C)Cn1nnc2c(=O)oc3ccccc3c21	0	1	0.9	1.2	6	-18	6	9	2.2
Cc1ccnc(NC(=O)c2ccc(N3C(=O)CCC3=O)cc2)c1	11	1.1	1.1	1	-6	-4	2	4	1.9
COC(=O)c1cc(Br)c(=O)n(-c2ccc(F)cc2)c1	-1	1	0.1	0.9	89*	15	3	2	0.59
O=C(c1cc2ccccc2o1)N1CCN(S(=O)(=O)c2cccs2)CC1	5	0.9	0.8	0.7	20	29	-7	13	-0.71
Cc1cnn(CCC(=O)NNC(=S)Nc2cccc(Cl)c2)c1	-7	1.6	1	1	2	0	2	13	1.5
O=C(Nc1cccc2cccc(NC(=O)c3ccco3)c12)c1ccco1	4	1	0.3	1	69*	-4	0	11	0.03
COc1ccc(CC(=O)OCc2cc3ccc(C)cc3[nH]c2=O)cc1	-2	0.9	0.9	1	6	-1	-3	-3	1.6
CCCn1c(C)cc(C(=O)COC(=O)c2ccc(Cl)c(S(=O)(=O)N3CCCC3)c2)c1C	.	1.5	0.5	1.7	47	-71	-20	-3	0.32
CCN(CC)Cc1c(O)c(Cl)cc2c(C)c(C)c(=O)oc12	-2	0.8	1	1	1	-1	-1	-1	0.41
COc1ccccc1CNC(=O)C1CCN(Cc2nc(-c3cccc(Cl)c3)oc2C)CC1	5	1.8	0.7	1.7	28	-65	5	3	3.7
COC(=O)C(NC(C)=O)(Nc1nc2ccc(C)cc2s1)C(F)(F)F (stereo not drawn)	7	1.1	0.3	0.2	75*	78*	6	1	-0.46
CS(=O)(=O)N(CC(=O)O)c1ccc(Oc2ccccc2)cc1	2	0.9	0.9	0.9	8	15	-8	9	1.5
Cn1cnc2nc3n(c2c1=O)CCC3	1	1	0.9	1	7	4	-4	2	1.4
O=C(CSc1nnc(-c2ccccc2)n1C1CCCCC1)Nc1ccc(S(=O)(=O)Nc2ccccn2)cc1	7	1.3	0.6	0.9	35	10	-4	-21	0.69
C=CCN1C(=O)C(Cc2ccc(OC)cc2)S/C1=N/N=C/c1ccco1 (stereo not drawn)	-11	0.9	0.2	0.9	78*	11	0	-5	-0.39
COc1ccc(NC(=O)CCCC(=O)OCC(F)(F)C(F)F)cc1	-2	0.9	0.6	0.9	41	9	.	.	-1.1
COc1ccc(/C=C2/SC(c3ccc(C)cc3)=NC2=O)cc1OC	-7	0.9	0.6	0.4	41	61*	-21	9	-1.1
O=[N+]([O-])c1cc(-c2cnc3ccccc3n2)ccc1Oc1ccc(F)cc1	-4	1	0.9	0.7	12	32	-16	0	-0.11
COc1ccc(S(=O)(=O)N2CCCC2C(=O)Nc2ccc(O)cc2)cc1 (stereo not drawn)	.	1.1	1	1.6	4	-56	3	5	.

Looked up above.
CYP2C19 inh with `COc1ccc(/C=C2/SC(c3ccc(C)cc3)=NC2=O)cc1OC` stands at 41
CYP2C19 activ with `COC(=O)C(NC(C)=O)(Nc1nc2ccc(C)cc2s1)C(F)(F)F` (stereo not drawn) stands at 0.3
PostGolgi yeast with `Cn1cnc2nc3n(c2c1=O)CCC3` stands at 2
CYP2C9 inh with `O=[N+]([O-])c1cc(-c2cnc3ccccc3n2)ccc1Oc1ccc(F)cc1` stands at 32

Some of these compounds in order of SMILES length, highest first:
SMILES	EphB4 ephrin blk	PLAP act	CYP2C19 activ	CYP2C9 act	CYP2C19 inh	CYP2C9 inh	Ecoli WT expand	PostGolgi yeast	PTK2B oligo ant
O=C(CSc1nnc(-c2ccccc2)n1C1CCCCC1)Nc1ccc(S(=O)(=O)Nc2ccccn2)cc1	7	1.3	0.6	0.9	35	10	-4	-21	0.69
COC(=O)C(NC(C)=O)(Nc1nc2ccc(C)cc2s1)C(F)(F)F (stereo not drawn)	7	1.1	0.3	0.2	75*	78*	6	1	-0.46
COc1ccc(NC(=O)CCCC(=O)OCC(F)(F)C(F)F)cc1	-2	0.9	0.6	0.9	41	9	.	.	-1.1

Following part.
SMILES	EphB4 ephrin blk	PLAP act	CYP2C19 activ	CYP2C9 act	CYP2C19 inh	CYP2C9 inh	Ecoli WT expand	PostGolgi yeast	PTK2B oligo ant
Cc1ccc(Sc2cc(Cl)nc(N)n2)cc1	1	1	1	1	4	4	-1	-8	-0.3
COc1ccc(-c2nc(C#N)c(NCc3ccc(F)cc3)o2)cc1OC	4	0.8	0.7	0.6	32	40	-5	3	-2
CCOC(=O)c1[nH]c(C)c(C(=O)O)c1C	5	1	1.1	1.2	-10	-17	-6	-2	.
CCC(NC(=O)Nc1ccc(O)cc1)(C(F)(F)F)C(F)(F)F	4	0.9	1	1.1	3	-6	1	-13	-0.29
O=S(=O)(Nc1ccccc1)c1ccc(Oc2ncc(C(F)(F)F)cc2Cl)cc1	1	1.1	0.9	0.8	7	21	-2	12	-0.61
CCCOC(=O)C1=C(C)NC2=C(C(=O)CCC2)C1c1cccs1 (stereo not drawn)	-1	0.9	0.2	0.3	78*	71*	-3	-2	-2.7
COCCCNC(CC(=O)Nc1ccc(OC)cc1OC)C(=O)O (stereo not drawn)	7	1.2	1.2	1.3	-21	-25	-3	2	-0.17
CCOc1ccc(Nc2ncnc3c2cnn3Cc2ccccc2)cc1	-1	1.1	0.7	0.6	29	36	-5	9	-3.1*
CCN(CC)c1ccc2c(c1)oc(=O)c1c(Cl)cc(=O)oc12	2	0.9	1	0.9	0	12	0	9	0.7
C=CCOc1ccc(C2OC34CCCCC3C(C#N)(C#N)C2(C#N)C(=N)O4)cc1 (stereo not drawn)	-4	1.2	0.9	0.8	5	16	-5	-6	0.39
O=C(/C=C/c1ccc(Cl)cc1)NCCSc1ccccc1	-1	1	0.7	1	32	-2	-1	-3	0.16
Cc1ccc2nc(C3CCN(C(=O)c4ccco4)CC3)[nH]c2c1	1	1.1	0.9	0.7	6	26	-3	-2	-0.2
Cc1nc(-c2cn[nH]c2)c2cc(C)oc2n1	1	1.6	1	1	3	0	-1	-4	0.13
COc1ccc(OC)c(C2CC(=O)N3CN(c4cccc(Cl)c4C)CSC3=C2C#N)c1 (stereo not drawn)	-3	1.1	0.7	0	31	97*	.	.	.
O=C(Nc1cnn(Cc2ccc(F)cc2)c1)c1cc2nc(-c3ccco3)cc(C(F)(F)F)n2n1	4	0.8	1	1.1	-1	-7	-7	1	0.15
Cc1ccc(N(CC(=O)Nc2ccccc2-c2ccccc2)S(=O)(=O)c2ccccc2)cc1	4	1	0.5	0.4	55*	60*	-20	-14	-3.9*
COc1ccc(NC(=O)C2CC(=O)N(C)C(=Nc3ccc4c(c3)OCO4)S2)cc1 (stereo not drawn)	5	.	.	.	.	.	0	4	-1.6
COC(=O)c1sccc1NS(=O)(=O)c1ccc(OC)cc1	-7	1.1	0.6	1	37	0	6	3	-1.2
O=C(CSc1nc2[nH]ncc2c(=O)n1-c1ccccc1Br)NCc1ccco1	0	1.8	0.7	0.7	26	25	4	1	0.36
CCN(CC)CCCC(C)NC1=NCCCCC1 (stereo not drawn)	8	0.8	1	1	4	0	4	3	1.3
NCc1ccc(-c2nc3ccccc3o2)cc1	.	0.8	0	0.3	98*	70*	.	.	.
O=C(COc1ccccc1)NCc1ccc2c(c1)OCO2	-4	0.9	0.3	0.7	69*	32	5	-2	-0.07
CC(=O)c1ccc(NC(=O)N[C@@H](CC(C)C)C(=O)O)cc1	0	1	1.1	1.1	-8	-7	1	0	0.87
N#CC1=C(O)C(c2ccccc2)n2c1nc(=O)c1ccccc12 (stereo not drawn)	5	1.5	0.9	0.6	12	42	11	15	0.32
CC(=O)Oc1ccccc1/C=C1\CCOC1=O	-3	1	0.9	1.8	7	-82	2	-5	1.1
COc1ccccc1CN=C1NC(=O)C(CC(=O)Nc2ccc(OC)c(OC)c2)S1 (stereo not drawn)	3	1.3	1.2	1.2	-16	-16	-10	1	1.1
COc1ccc(-c2nc3c(c(SCC(=O)N4CCOCC4)n2)COC(C)(C)C3)cc1	.	1	0.9	0.9	12	7	-9	3	0.96
CC1CC(C)CN(C(=O)CSc2nc(Cc3cccs3)nc3ccccc23)C1 (stereo not drawn)	6	1.5	0.7	0.3	28	72*	-13	17	1.6
Cc1ccccc1OCC(O)Cn1c(NCc2ccco2)nc2c1c(=O)n(C)c(=O)n2C (stereo not drawn)	-5	1.7	0.1	0.1	87*	93*	-6	-1	1.9
